T cell HTS: T cell immune modulators affecting CD8 T cell-vesicle binding. 2C CD8+ T cell-vesicle binding, flow cytometry; active compounds read low. calls only at 7 µM. hit rate 0.068% among 330,000. AID 2052;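 active = response, share of CD8 T cells binding vesicles, and their 90th percentile fluorescence all below set limits, cut at about 80% in these data, passing the limit was not always enough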
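Assay system – 2C mouse CD8+ T cells · Also added – QL9-loaded Drosophila micro-vesicles · Timing – Cell–vesicle co-incubation 1.5 h at 37 °C, staining 20 min on ice · Signal – flow cytometry of vesicle-bound cells · Measure – percent CD8+ FL2 mean versus row control · Controls – Peptide-free naked vesicles (low) and QL9 vesicles with 0.7% DMSO vehicle (high)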
M17LAP inhibition: P. falciparum M17LAP inhibitors, primary screen, biochemical, fluorogenic H-Leu-NHMec substrate, 1536-well (AID 1619); recombinant M17LAP, H-Leu-NHMec fluorogenic kinetic assay; higher % means a stronger effect; inhibition, % at 30 µM; hits with a dose series show IC50 in µM; hit rate 0.38% among 220,000;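 active = compound inhibiting the enzyme by more than half at any dose during confirmatory dose-response retesting; inconclusive = strong single-dose inhibitors picked by rank but not retested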;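 note: plate controls were full reaction with DMSO carrier for no effect and no enzyme background for full effect; strong numbers were not always called active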
TNAP activation fold: human TNAP enzyme activators, primary screen, biochemical, luminescent, no phosphate acceptor, uHTS (AID 1001); hit rate 0.03% among 200,000; purified TNAP, luminescent activation assay, no phosphate acceptor; higher activation fold means a stronger effect; activation fold at 20 µM; hits with a dose series show EC50 in µM; in the data active = activation fold from about 3, or a potency from the dose series; inactive = the rest, 99 in 100 with activation fold below about 1.6; note: many of its hits are not listed in these tables
PMI inhibitors: MPI enzyme activity inhibition – biochemical, fluorescence intensity, coupled assay, primary screen (AID 1209). purified PMI enzyme, coupled fluorescence intensity; higher % means a stronger effect. inhibition, % at 20 µM; hits with a dose series show IC50 in µM. hit rate 0.42% among 190,000;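 note: plate controls were DMSO vehicle for no effect and wells lacking substrate for full effect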
West Nile virus CPE: West Nile virus antiviral activity, cell-based, CPE readout (AID 1621) | West Nile virus-infected cells, CPE inhibition; higher % means a stronger effect | one-dose CPE inhibition, % at 10 µM; IC50 in µM for titrated hits | hit rate 0.02% among 290,000; in the data active = a potency from the dose series; inconclusive = CPE inhibition mostly from about 3.7% at the one dose, without a potency; inactive = the rest, 99 in 100 with CPE inhibition below about 2.2%; note: strong numbers were not always called active
K1F lysis inhibition: protection from phage-mediated lysis, alamar blue read-out – E. coli UTI89, K1F phage, bacterial capsule biogenesis inhibitors (AID 488966) | E. coli UTI89 K1F phage lysis, alamar blue, 2 h; higher % means a stronger effect | inhibition, % at 100 µM, or IC50 in µM where a hit was titrated | hit rate 0.02% among 340,000;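 active = phage lysis inhibition, versus mean bacterial control, above a set limit; inconclusive = no clear call, values can overlap the other calls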;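 note: capsule biogenesis inhibitors block K1F phage lysis so surviving cells raise fluorescence; higher fluorescence means more inhibition of phage lysis; actives were called in the ten point dose series up to 300 µM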
RSV CPE inhibition: inhibition of RSV-induced cytopathic effect – HEp-2 cells, primary 10 µM value included (AID 2391) | hit rate 0.13% among 310,000 | HEp-2 cells, RSV-induced CPE inhibition; higher % means a stronger effect | CPE inhibition, % at 10 µM; hits with a dose series show IC50 in µM; in the data active = a potency from the dose series; inconclusive = CPE inhibition mostly from about 23% at the one dose, without a potency; inactive = the rest, 99 in 100 with CPE inhibition below about 21%; note: strong numbers were not always called active
M1AAP inhibition: malaria alanyl aminopeptidase activity blockers – biochemical, fluorogenic H-Leu-NHMec substrate, 1536-well (AID 1445) | recombinant M1AAP, H-Leu-NHMec fluorogenic kinetic assay; higher % means a stronger effect | one-dose inhibition, % at 30 µM; IC50 in µM for titrated hits | hit rate 0.42% among 220,000;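 active = primary inhibition above the hit cutoff, then over 50% inhibition at one or more dose response concentrations, cut at about 23% in these data, passing the limit was not always enough; inconclusive = conflicting primary data, or primary hits not chosen for dose response; inactive = low primary inhibition, or under 50% at every dose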;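 note: plate controls were DMSO full reaction for no effect and no enzyme background for full effect; strong numbers were not always called active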
human PMI inhibitors: MPI inhibition at elevated mannose 6-phosphate – biochemical, fluorescence intensity, high mannose 6-phosphate, primary screen (AID 1220). recombinant PMI enzyme, coupled fluorescence intensity; higher % means a stronger effect. hit rate 0.66% among 190,000. inhibition, % at 20 µM, or IC50 in µM where a hit was titrated
T cell HTS vesicle-bound %: also measured in T cell HTS; calls as there; double positive events, %; measured here: CD8+ vesicle-bound cell fraction;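 binding gate set so that unloaded-vesicle control wells show 10% double positive cells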
The depositor's hits bear a star; i = inactive; ? = inconclusive; / = not tested or not shown; & = joins results of further samples; [ ] = another dose, or the depositor's remark. Cut-off read from the data, not from the text of the source, unless noted: active = inhibition above about 50%; inactive = the rest. This is a subset. The share of hits here may be higher or lower than overall.

Values run as follows: T cell HTS, T cell HTS vesicle-bound %, M17LAP inhibition, TNAP activation fold, PMI inhibitors, West Nile virus CPE, K1F lysis inhibition, RSV CPE inhibition, M1AAP inhibition, human PMI inhibitors
COc1ccc(OC)c(NC(=O)C2C(C(=O)O)C3(Cl)C(Cl)=C(Cl)C2(Cl)C3(Cl)Cl)c1 (stereo not given)
    i, 34, <1µM*, 1.1, 18%, 0.8%, -0.8%, 1.8%, 8%, 49%
COc1ccc(Cn2c(O)c(/C=N/NC(=O)c3ccccc3O)c(=O)[nH]c2=O)cc1
    i, 62, 41%, 1.5, 22%, 0.4%, -0.4%, 3.9%, ?, 2%
CN1CCC(c2c[nH]c3ccccc23)C1 (stereo not given)
    i, 62, -6%, /, /, -0.1%, 0.5%, -0.9%, -5%, /
CCc1cccc(C)c1NC(=S)N1CC2CC(C1)c1cccc(=O)n1C2 (stereo not given)
    i, 35, 5%, 1, 2%, 0.0%, -1.1%, 0.5%, 6%, -4%
COc1ccc(CCn2c(O)c(C=NCc3ccc4c(c3)OCO4)c(=O)[nH]c2=O)cc1OC
    i, 13, 3%, 1.1, 3%, -0.1%, -0.3%, -1.6%, 7%, 9%
Cc1ccc(C)c(OCC(=O)N2CCN(Cc3ccc4c(c3)OCO4)CC2)c1
    i, 27, -13%, 1, /, -0.5%, 0.7%, 0.5%, 1%, /
CC(=O)NNC(=O)CN1C(=O)CN=C(c2ccccc2)c2cc(Br)ccc21
    i, 46, -4%, 1.2, -5%, -0.2%, 0.0%, 1.1%, 7%, 5%
C1=C(CCNCc2ccccc2)CCCC1
    i, 38, -4%, 1.1, 2%, -0.6%, -7.2%, -1.2%, 7%, 1%
O=C1NC(=O)N(Cc2ccc(F)cc2)C(=O)/C1=C\c1ccc(N2CCCC2)cc1
    i, 24, 1%, /, /, -0.2%, i, 1.9%, 3%, /
COc1ccc(CNCCc2c(C)[nH]c3ccc(OC(F)(F)F)cc23)c(OC)c1
    i, 3, /, /, /, 0.0%, 0.2%, -0.1%, /, /
CCN(CC)CCNCc1nc2ccccc2c(=O)n1-c1ccc(F)cc1
    i, 34, 3%, 0.9, -3%, -0.4%, 2.3%[50 µM], 2.9%, -2%, -2%
C=CCn1c(O)c(C=Nc2ccc(F)cc2)c(=O)[nH]c1=O
    i, 62, /, /, /, -0.7%, 0.1%, 0.5%, /, /
N=C1c2ccccc2CN1NC(=O)c1ccc(Br)cc1
    i, 44, 8%, 1.1, -4%, 1.4%, 0.8%, 1.5%, 0%, 4%
Nc1c(C(=O)OCC2CCCO2)c2nc3ccccc3nc2n1Cc1cccs1 (stereo not given)
    i, 61, -56%, 1.1, 24%, 1.1%, -0.6%, 4.2%, 14%, 50%
Fc1ccccc1CCNCc1cccc2ccccc12
    i, 47, -5%, 1, -8%, -1.7%, 4.6%, 0.9%, 0%, -4%
CCN1CCN(Cc2cc(Br)ccc2O)CC1
    i, 58, -6%, 1.1, -7%, -0.4%, 0.7%, 1.9%, 5%, -16%
CC(=NCc1ccco1)c1c(O)n(-c2ccccc2)c(=O)[nH]c1=O
    i, 44, 4%, 1.1, 1%, 0.1%, 0.5%, -0.8%, 1%, 6%
Cc1cccc(CCNCc2cc3cccc(C)c3[nH]c2=O)c1
    i, 53, /, /, /, -0.5%, 0.1%, 1.8%, /, /
O=C(NC(=O)c1c(F)cccc1F)Nc1cc(Cl)c(F)c(Cl)c1F
    i, 39, 0%, /, /, -0.6%, 0.3%, 0.6%, 8%, /
COC1=CCC2([N+](=O)[O-])CN(C)CC1([N+](=O)[O-])C2 (stereo not given)
    i, 60, 3%, 1, 5%, -0.3%, 0.1%, 3.0%, 7%, 2%
ON1C2CCCCC2N(O)C1c1ccccc1F (stereo not given)
    i, 56, -1%, 1.1, -21%, 0.1%, 8.9%, 0.2%, 0%, -34%
c1ccc(C2=NP(N3CCOCC3)(N3CCOCC3)=NC(N3CCOCC3)=N2)cc1
    /, /, -7%, 1.1, 4%, 0.4%, /, /, -3%, 7%
O=C(C(=O)N1CCOCC1)c1cn(Cc2c(F)cccc2Cl)c2ccccc12
    i, 34, 1%, 1.1, 6%, -0.2%, 1.9%, 2.5%, 8%, -5%
CCN1CCC(N(C)C2CCCCC2)CC1
    i, 66, /, /, /, -0.8%, 0.1%, -0.1%, /, /
Cc1ccc(-n2c(O)c(/C=C/C=Nc3ccccc3)c(=O)[nH]c2=O)cc1
    i, 11, 4%, 1.1, -11%, -0.3%, 4.5%, 1.1%, 4%, 9%
CC1=CC(=Cc2sc3ccccc3[n+]2C)C=C(C)O1
    /, /, 33%, 0.8, 13%, -1.6%, -0.2%, /, 16%, 7%
Cn1cnc([N+](=O)[O-])c1Sc1ccc([N+](=O)[O-])cc1
    i, 24, 6%, 1, -37%, ?, -0.1%, -0.1%, 5%, -100%
O=C(c1ccccc1)C1CCCN(Cc2nc(-c3cnccn3)no2)C1 (stereo not given)
    i, 27, 1%, 1.1, 2%, -0.3%, 0.3%, -0.6%, 2%, -2%
COc1cccc(N2CCN(Cc3cccc(Cl)c3)CC2)c1
    i, 49, -9%, 1, 10%, -0.5%, 1.3%, 2.3%, 12%, 11%
COC(=O)[C@@]1(Cc2ccc(F)cc2)[C@H]2c3cc(C(=O)N(C)C)[nH]c3C[C@H]2CN1C(=O)c1ccccc1
    i, 14, 13%, 1.1, 10%, 0.0%, -0.2%, 11%, 9%, 14%
O=c1[nH]c(=S)n(C2CC2)c(O)c1/C=N/N1CCOCC1
    i, 45, 37%, 1.1, -8%, -0.2%, 1.8%[50 µM], -0.1%, 13%, -2%
O=C(c1cccc(N2CCCC2=O)c1)N1CCC2(CC1)OCCO2
    i, 34, -25%, 1, 9%, 0.5%, -0.4%, 1.6%, 6%, 3%
CC(=O)c1c(C)n(C2CCCCC2)c2ccc(O)cc12
    i, 56, -14%, 1, 9%, -0.9%, -1.6%, 1.3%, 0%, 17%
COc1ccc(N2C(=O)CC(N3CCC(n4c(=O)[nH]c5ccccc54)CC3)C2=O)cc1 (stereo not given)
    i, 60, 8%, 1, -2%, -0.6%, 0.8%, 0.7%, 4%, -4%
Cc1ccccc1-n1c(O)c(C(c2ccncc2)c2c(O)n(-c3ccccc3C)c(=O)[nH]c2=O)c(=O)[nH]c1=O
    i, 55&11, 9%&14%, /, /, 0.2%&-0.1%, -2.1%, 1.0%&2.8%, 4%&9%, /
COc1cc(Br)c(CNCCc2ccc3c(c2)OCO3)cc1OC
    i, 48, /, /, /, -0.6%, 0.0%, -0.1%, /, /
Cc1cc(C)c(Cn2c(C(=O)O)c(C=O)c3ccccc32)c(C)c1
    i, 17, 1%, 1.2, -40%, 0.5%, 0.9%, 0.2%, 1%, -21%
Clc1ccc(CSC(Cn2ccnc2)c2ccc(Cl)cc2Cl)cc1 (stereo not given)
    i, 33, 3%, /, 2%, 0.5%, -1.6%, 4.9%, 9%, 0%
CN(C)/C=C/C(=O)C(Cl)(Cl)Cl
    i, 41, 1%, 1.1, -29%, 0.1%, -0.4%, 1.9%, 2%, -14%
CCN1C(=O)C(=C2C=C(C)OC(C)=C2)C(=O)N(CC)C1=S
    i, 53, 3%, 1, -2%, 0.4%, 0.4%, 1.5%, 2%, 10%
CCCCCCCSc1cc(OC)c(CCN(C)C)cc1OC
    i, 42, 0%, 1.1, 10%, -0.7%, -0.9%, 58%, -2%, 2%
CCOc1cc2c(cc1OCC)-n1cccc1C(c1cccc(F)c1)NC2 (stereo not given)
    i, 55, /, /, /, -1.7%, 0.4%, -1.3%, /, /
CC(=O)OC1(Cc2ccccc2)CN2CCC1c1ccccc12 (stereo not given)
    i, 24, 0%, 1.1, 0%, -0.3%, 0.2%, -0.7%, 0%, -5%
Fc1ccc2c(c1)nnn2C1CCN(Cc2ccccc2)CC1
    i, 47, 8%, 1.1, -2%, -1.3%, 1.2%, -1.0%, 3%, -12%
N=C1C(c2ccccc2)=C(O)CN1Cc1ccco1
    i, 46, 8%, 1.1, -5%, 0.0%, 3.2%, -0.5%, 3%, -10%
CCOP(=S)(OCC)C(O)CCCCCn1c(=O)c(F)cn(C2CCCO2)c1=O (stereo not given)
    i, 7, /, /, /, -0.5%, -0.3%, 0.5%, /, /
COc1cc(C)c(CNCCc2c[nH]c3ccccc23)cc1C
    i, 30, /, /, /, -0.2%, 0.1%, 15%, /, /
O=[N+]([O-])c1cccc(C2N3CCCN23)c1 (stereo not given)
    i, 70, -4%, 1.1, 5%, -0.1%, 0.1%, 1.5%, -1%, -3%
c1cc(CCN2CCCC2)ccn1
    i, 32, -12%, /, /, -0.1%, 0.6%[50 µM], 3.9%, 2%, /
O=CC(Cl)P(=O)(N1CCOCC1)N1CCOCC1 (stereo not given)
    i, 42, 4%, /, /, 0.3%, -3.2%, /, -3%, /
Cc1c(-c2cccc(Cl)c2)nc2ccccc2c1C(=O)N1CCC2(CC1)OCCO2
    i, 73, /, /, /, -0.4%, -0.7%[50 µM], 6.6%, /, /
COc1cccc(N2C(=O)NC(=O)/C(=C/c3ccc4c5c(cccc35)CC4)C2=O)c1
    i, 30, 12%, 1, 0%, -0.1%, /, 2.6%, 18%, -6%
COc1cc(OC)c(OC)cc1CN1CCN(C(=O)Cc2ccccc2)CC1
    i, 19, /, /, /, 0.0%, 0.3%, 0.0%, /, /
CC1(C)CC(=O)C(C=NCCN2CCN(C(=O)Cc3ccccc3)CC2)=C(O)C1
    /, /, -6%, 1.1, -1%, -0.2%, -3.4%, 0.7%, -1%, 4%
CCCCCn1c(N)c(C(=O)NCCN2CCOCC2)c2nc3ccccc3nc21
    i, 46, -33%, 1.2, 25%, 0.1%, 0.6%, 17%, ?, 51%*
COc1ccc2c(c1O)[C@]13CCN(C)[C@H](C2)[C@@H]1CCC(=O)C3
    i, 41, -5%, /, /, -0.3%, -0.1%, 0.2%, 2%, /
FC(F)(F)c1ccc2c(c1)NP(=S)(N1CCOCC1)c1nccn1-2 (stereo not given)
    i, 21, 3%, 1.1, -6%, -0.6%, 1.1%, 2.0%, 11%, -1%
CCN1CCC(NCC2CCCCC2)CC1
    i, 32, /, /, /, -1.4%, -2.3%, -0.7%, /, /
